Bioassay records deposited in PubChem BioAssay by several laboratories.
CCHFV vOTU inh – CCHFV vOTU protease inhibitors, primary screen, biochemical, Pep-AMC substrate, fluorescence. Crimean-Congo hemorrhagic fever virus L polyprotein viral ovarian tumor (vOTU) protease …. AID 651958, 2012. inhibition, % at 11.5 µM. 370,000 compounds, 0.55% hits; in the data active means inhibition above about 30%; further: 0% = vehicle wells with enzyme and 100% = no enzyme wells
PfHsp40 rescue – rescue of yeast from PfHsp40 toxicity, primary screen, S. cerevisiae, ATP luminescence | S. cerevisiae expressing PfHsp40, growth rescue | growth rescue, % at 12.5 µM | 340,000 compounds, 0.68% hits; in the data active means growth rescue above about 28%, passing the limit was not always enough;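 further: yeast W303a lacking pdr1 and pdr3 grown in galactose medium; growth measured after three days at 30 °C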
DUSP3 inh – VHR1 phosphatase inhibitors, primary screen, biochemical, absorbance, uHTS. Dual specificity protein phosphatase 3 (Homo sapiens), P51452. recombinant VHR phosphatase, pNPP absorbance. AID 1654, 2009. inhibition, % at 13.3 µM. 290,000 compounds, 0.52% hits; in the data active means inhibition above about 50%; further: some compounds called inactive have numbers as strong as hits
Target sequence (P51452 whole entry, looked up): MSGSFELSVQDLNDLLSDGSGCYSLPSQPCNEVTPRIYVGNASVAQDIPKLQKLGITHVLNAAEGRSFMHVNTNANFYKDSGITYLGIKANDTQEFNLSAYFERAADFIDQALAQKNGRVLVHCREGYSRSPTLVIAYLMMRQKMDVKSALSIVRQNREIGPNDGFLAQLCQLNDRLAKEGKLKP
TcdB inh – TcdB glycohydrolase inhibitors, primary screen, biochemical, single point, plate reader; Toxin B (Clostridioides difficile), P18177; 350,000 compounds, 0.24% hits; inhibition, % at 9.99 µM; TcdB glycohydrolase enzymatic assay; in the data active means inhibition above about 10%
Anthrax LF prot – Bacillus anthracis LF protease inhibitors, primary screen, biochemical, multiplex microsphere, MLPCN library; Lethal factor (Bacillus anthracis), P15917; multiplex microsphere protease cleavage assay; inhibition, % at 10 µM; 360,000 compounds, 0.12% hits; further: plate controls were buffer without enzyme for full effect and enzyme alone for no effect
Target sequence (P15917 whole entry, looked up): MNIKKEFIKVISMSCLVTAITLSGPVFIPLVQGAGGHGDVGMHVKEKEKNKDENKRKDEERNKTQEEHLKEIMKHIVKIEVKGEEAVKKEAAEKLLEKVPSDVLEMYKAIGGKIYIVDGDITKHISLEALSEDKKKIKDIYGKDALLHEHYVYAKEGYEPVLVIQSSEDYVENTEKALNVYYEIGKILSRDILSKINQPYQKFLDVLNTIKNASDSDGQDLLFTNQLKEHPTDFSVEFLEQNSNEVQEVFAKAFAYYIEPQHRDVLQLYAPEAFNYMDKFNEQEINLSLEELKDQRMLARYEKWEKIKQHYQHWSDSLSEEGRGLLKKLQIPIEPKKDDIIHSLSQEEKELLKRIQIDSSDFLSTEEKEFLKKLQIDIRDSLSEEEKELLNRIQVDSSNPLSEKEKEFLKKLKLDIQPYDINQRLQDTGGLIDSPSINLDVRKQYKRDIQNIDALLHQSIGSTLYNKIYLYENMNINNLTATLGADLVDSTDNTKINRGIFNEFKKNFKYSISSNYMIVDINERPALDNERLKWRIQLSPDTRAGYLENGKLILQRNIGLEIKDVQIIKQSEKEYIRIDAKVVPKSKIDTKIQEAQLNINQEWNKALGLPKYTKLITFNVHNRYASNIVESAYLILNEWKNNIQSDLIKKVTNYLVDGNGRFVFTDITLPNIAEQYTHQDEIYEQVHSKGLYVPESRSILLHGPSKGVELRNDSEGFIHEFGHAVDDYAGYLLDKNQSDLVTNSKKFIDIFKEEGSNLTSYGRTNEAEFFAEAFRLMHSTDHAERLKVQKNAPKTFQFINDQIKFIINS
PriA SSB inh – inhibitors of Klebsiella pneumoniae PriA binding to SSB C-terminal tail, primary screen, biochemical, AlphaScreen. PriA–SSB C-terminal tail interaction (Klebsiella pneumoniae). AlphaScreen SSBct-PriA binding, biotinylated peptide. inhibition, % at 33 µM. 430,000 compounds, 0.6% hits; in the data active means inhibition mostly above about 37%, no sharp cut-off; inactive means mostly below about 20%;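 further: plate controls were negative control peptide for no effect and reference peptide for full effect; strong numbers were not always called active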
Yp Topo-I inh – Yersinia pestis topoisomerase I inhibitors, primary screen, biochemical, cleavage product accumulation, plate reader, single point; 360,000 compounds, 0.064% hits; Y. pestis Topo-I cleavage product accumulation; AID 504884, 2011; activity, % at 10 µM; in the data active means activity above about 50%, passing the limit was not always enough; further: inactives centre near 2
3CLpro inhibitor – SARS-CoV 3CLpro protease inhibitors, primary screen, biochemical, quenched FRET; 290,000 compounds, 0.14% hits; AID 1706, 2009; inhibition, % at 6 µM; recombinant SARS-CoV 3CLpro, quenched FRET peptide cleavage; in the data active means inhibition above about 12%
BoNT A protease – BoNT/A light chain protease inhibitors, primary screen, biochemical, flow cytometry, MLPCN library. 360,000 compounds, 0.17% hits. inhibition, % at 10 µM. Botulinum neurotoxin type A light chain protease (Clostridium botulinum A str. ATCC 3502). multiplex microsphere protease substrate cleavage; further: plate controls were buffer without enzyme for full effect and enzyme alone for no effect
BH1578 lux ind – inducers of Vibrio cholerae quorum light production without autoinducers, primary screen, BH1578 luxS cqsA deficient, single point; AID 588436, 2011; V. cholerae BH1578 lux reporter, luminescence, 6 h; 350,000 compounds, 0.16% hits; activation, % at 18.7 µM; in the data active means activation mostly above about 9.7%, no sharp cut-off; further: not every result past the cut was called active; inactives centre near 0; reference of the scale not given here
Active calls of the source: *; i = inactive; x = no result given. Unless noted, no stated cut-off is given here; in the data, active means inhibition above about 30%; inconclusive means no clear call, values can overlap the other calls; inactive means below that. Only part of the results is shown (hit frequency here may not be typical).

Order of results – CCHFV vOTU inh, PfHsp40 rescue, DUSP3 inh, TcdB inh, Anthrax LF prot, PriA SSB inh, Yp Topo-I inh, 3CLpro inhibitor, BoNT A protease, BH1578 lux ind
> Cn1cccc1C(=O)NCc1ccc(S(N)(=O)=O)cc1
 : 5, 0.7, 26, 0.3, -7, 6, 0, -11, -1.8, -1.2
> Clc1cccc(Cl)c1CSc1nnc(-c2ccncc2)s1
 : 8, -1.2, 13, 0.5, 0, -9, 2, -2, 0.0, -0.2
> COc1ccc(CCNC(=O)CCS(=O)(=O)c2ccc3nc(C)sc3c2)cc1OC
 : 10, 0.2, -14, -0.3, -9, 0, -1, -2, -1.0, -0.2
> COc1ccc(CNC(=O)c2cc(-c3ccncc3)nc3c(C)cc(C)cc23)cc1OC
 : 1, -0.4, 57*, 0.6, 1, -10, -1, 0, 0.1, -2.4
> CS(=O)(=O)N(CC(=O)N1CCCCCC1)c1cccc(Cl)c1Cl
 : 3, -0.3, 5, 1.6, -8, -8, 0, 1, -1.3, -0.5
> COc1ccc(COC(=O)CN2C(=O)NC3(CCCC3)C2=O)cc1F
 : -3, -1.2, x, -0.8, 1, -5, 4, x, -0.2, -0.6
> Cc1noc(NS(=O)(=O)c2ccc(NC(=O)C(C)(C)C)cc2)c1C
 : -15, 0.1, 9, -0.1, 2, -2, 8, 0, -2.6, i
> Cc1cccc(NS(=O)(=O)c2cccc(C(=O)N3CCN(c4ccccn4)CC3)c2)c1
 : 2, -1.1, 6, 3.7, 0, -2, 11, 5, -1.5, -0.4
> N#C/C(=N\Nc1ccc(Cl)c(Cl)c1)C(=O)C1CC1
 : -8, -2.3, -9, 1.9, x, x, 8, 7, x, -0.7
> O=C(CNC(=O)c1ccc(-c2ccccc2)cc1)OCc1c(F)cccc1Cl
 : 11, -1.8, 40, 1.6, 1, -20, 27, 1, 0.4, i
> CC(=O)Nc1ccc(-c2csc(NC=C3C(=O)OC(C)(C)OC3=O)n2)cc1
 : 8, 1.1, 33, 0.9, 1, -17, -12, -2, -0.5, -1.7
> CCCOc1ccc(NC(=O)C(=O)NCCCn2ccnc2)cc1
 : -8, 0.7, 9, 0.5, 1, -1, 4, -3, -0.4, -0.2
> O=C(CSc1nnc(CNC(=O)c2ccc(F)cc2)o1)Nc1ccc2c(c1)OCCO2
 : -2, -0.5, 10, 0.5, -2, -2, 0, 2, 0.2, -0.4
> CC(=O)NC(=S)Nc1ccccc1N1CCCCC1
 : 11, 1.5, -4, x, -2, -8, 4, -8, 0.5, -0.2
> Cc1cccc(CCN2C(N(C)C)=NC[C@@H]2Cc2ccccc2)c1
 : -1, -0.9, x, -1.1, -9, 3, 10, x, 0.1, -0.4
> Cn1ncc2c(NCCO)nc(Cl)nc21
 : 5, 0.0, x, 1.2, -9, -14, 9, x, 0.0, i
> COc1ccc(C)cc1NC(=O)CN(C)S(=O)(=O)c1ccc2c(c1)CCCN2C(C)=O
 : 3, -0.8, 2, 1.5, -4, 2, 22, -6, -1.1, -2.0
> O=C(CC(NC(=O)c1ccccc1Cl)c1ccccc1)Nc1ccc2c(c1)OCO2 (stereo unspecified)
 : 5, 0.6, 7, x, 0, -13, 11, -3, 0.7, i
> Cc1ccc(-c2n[nH]c(=S)n2C)cc1
 : 20, 0.5, -8, x, 7, 0, 1, 0, 0.7, 5.3
> Cc1ccc(O)c(-c2cc(-c3cccc(Br)c3)n[nH]2)c1
 : 11, 119*, -5, 1.3, -4, -3, -26, 4, -0.6, -0.2

(next part)
Order of results – CCHFV vOTU inh, PfHsp40 rescue, DUSP3 inh, TcdB inh, Anthrax LF prot, PriA SSB inh, Yp Topo-I inh, 3CLpro inhibitor, BoNT A protease, BH1578 lux ind
> Cc1ccc(-c2ccc(/C=N\NC(=O)C3C(=O)NCC3c3ccccc3)o2)cc1Cl (stereo unspecified)
 : 15, -0.6, -6, x, -3, x, -3, 1, 0.1, i
> Cc1ccccc1NC(=O)COc1coc(CN2CCN(c3ccccc3)CC2)cc1=O
 : 4, 0.1, x, 0.7, 4, -2, 23, x, 2.9, -1.4
> Cc1cc(C(=O)OCn2nnc3ccccc3c2=O)c(C)n1-c1ccccc1
 : 10, -1.8, 4, x, -4, 15, 28, 0, -1.5, 0.5
> O=C(CC[C@H]1O[C@@H](n2cnc3c(NC(=O)c4ccccc4)ncnc32)[C@H](O)[C@@H]1O)NCC1CCN(Cc2ccccc2)CC1
 : -3, x, x, 1.1, -5, x, x, x, -0.8, x
> O=C(Nc1ccc(Br)cc1Cl)Nn1cnnc1
 : -8, -0.4, 3, x, -6, -2, -10, -2, 0.3, -0.3
> O=C(CCNC(=O)c1ccc([N+](=O)[O-])cc1)Nc1nccs1
 : -8, -0.1, 6, 0.1, -1, -5, 1, -4, 0.2, -0.8
> Cc1ccc(-c2nnn(CC(=O)N(c3ccccc3F)C(C(=O)NCC3CCCO3)c3c[nH]c4ccccc34)n2)cc1 (stereo unspecified)
 : -5, 0.9, 29, x, -6, -5, 15, 2, 1.1, -3.0
> CN(c1ccccc1)S(=O)(=O)c1cccc(C(=O)Nc2nccs2)c1
 : -3, -2.1, 18, 2.9, -2, 7, -1, 4, -0.3, x
> CCN(CC(=O)Nc1c(Cl)cccc1Cl)C(=O)C1CCN(c2ncnc3sc(C)c(C)c23)CC1
 : -2, 2.7, x, -2.0, 5, -1, 9, x, 0.0, -0.9
> CC(=O)Oc1ccc(C(=O)Nc2ccc3c(c2)C(=O)N(CCC(=O)O)C3=O)cc1
 : -36, 11, 25, x, -1, -18, -8, 0, 0.4, -0.5
> Cc1ccccc1OCCn1c(S(=O)(=O)O)nc2c(N)ncnc21
 : 13, 1.0, 17, 0.1, -14, 9, -3, 1, -4.1, i
> CC(C)C(OC(=O)c1ccccc1)c1nccc2ccccc12 (stereo unspecified)
 : 2, 0.3, 4, 2.8, 2, -29, 2, -7, -0.3, i
> CCCc1cc(=O)oc2c(C)c(OCC(=O)NC3CCN(Cc4ccccc4)CC3)ccc12
 : 9, -1.5, 6, 0.4, -3, -10, 19, -5, 0.5, -0.5
> Cn1cnnc1SCC(=O)Nc1ccccc1Sc1ccccc1
 : -3, 0.3, 25, x, -12, -8, 12, x, 0.0, i
> Cc1[nH]n(-c2ccccc2)c(=O)c1/C=N/N1C(=O)c2ccc3c4c(ccc(c24)C1=O)CC3
 : 8, -1.1, 51*, x, -5, x, -2, 3, -0.4, -0.2
> COCCCn1c(=O)c2ccccc2n(Cc2cccc(C)c2)c1=O
 : -6, 0.5, 1, 0.8, 12, -15, 22, -2, 4.0, -2.4
> COc1ccc(C2SCC(C(=O)O)N2C(C)=O)cc1OC (stereo unspecified)
 : -8, -1.0, 21, 0.7, 1, -5, -5, -2, 0.1, 0.4
> Cc1cccn2c(=O)c(/C=C3\SC(=S)NC3=O)c(NCCCN3CCOCC3)nc12
 : -11, -0.5, 3, 1.3, 6, x, 13, -2, 2.4, -0.8
> CCOc1ccc(/C=C2\SC(=S)N(CCC(=O)O)C2=O)cc1
 : 0, 1.7, 25, 1.2, -2, 3, 17, 0, 0.6, 2.1
> Nc1nc(C2CCCN2S(=O)(=O)c2ccc(Cl)cc2)cs1 (stereo unspecified)
 : 7, -1.2, 22, x, 0, 2, -4, -1, 0.2, i

(more compounds)
Order of results – CCHFV vOTU inh, PfHsp40 rescue, DUSP3 inh, TcdB inh, Anthrax LF prot, PriA SSB inh, Yp Topo-I inh, 3CLpro inhibitor, BoNT A protease, BH1578 lux ind
> O=C(OCC(=O)N(Cc1ccccc1)Cc1ccccc1)c1cccc(O)c1
 : 10, 0.6, x, 0.2, -1, 3, 30, x, -0.8, i
> CC(C)c1ccc(C(CC(=O)c2ccc(Cl)cc2)C(=O)O)cc1 (stereo unspecified)
 : 18, 6.4, 10, x, -4, 4, -1, 2, -1.1, -1.6
> O=C(NCCc1c[nH]c2ccccc12)c1cc([N+](=O)[O-])cc([N+](=O)[O-])c1
 : -18, -0.9, 44, 0.0, -13, -11, -14, 0, -2.8, -1.4
> Cc1sc2nc(-c3ccccn3)[nH]c(=O)c2c1-c1ccccc1
 : -8, 0.4, 28, -0.1, -5, -25, 41, 1, -2.5, -0.6
> Cc1cc(NC(=O)c2cc(-c3ccc4c(c3)OCO4)on2)n(-c2ccccc2)n1
 : 0, 0.0, 30, x, -1, -8, -2, -7, 0.1, -4.2
> Cc1cc(C(F)(F)F)nc(-n2cc(-c3cccc(N)c3)nn2)n1
 : -10, 0.0, 14, 0.8, 0, -10, -9, 1, -0.1, -0.2
> COc1cccc(Nc2nc(C(N)Cc3ccc(F)cc3)cs2)n1 (stereo unspecified)
 : 16, x, x, 1.5, -4, x, -12, x, -1.1, i
> COc1ccc(CN2CCC(C(=O)N3CCCC(C)C3)CC2)cc1OC (stereo unspecified)
 : 9, -0.8, 9, 0.3, 0, 10, -5, 1, 0.3, i
> CCCN(CCC)S(=O)(=O)c1ccc(C(=O)N2CCOCC2)cc1
 : -11, -0.8, 20, x, -8, -6, 1, -4, 0.8, -0.9
> CCN(CC(=O)Nc1ccc2c(c1)OCCO2)C(=O)c1ccc(Cl)cc1Cl
 : 4, -0.5, x, 1.4, 4, -3, -4, x, -2.9, i
> Clc1ccc(C2Nc3cccc4cccc(c34)N2)cc1
 : -15, -2.2, -8, 2.5, -14, 8, -30, -3, 3.9, -0.1
> CN(C)c1ccc(C#Cc2ccc3cc(CCCO)oc(=O)c3c2)cc1
 : -3, -0.7, x, 0.8, -1, -7, -11, x, -0.7, 1.7
> COc1ccccc1CCNC(=O)Cn1ccc2cc(S(=O)(=O)N3CCCC3)ccc21
 : -2, 0.2, 39, 0.2, -2, -10, 29, 8, -0.2, -3.1
> COc1ccc(OC)c(S(=O)(=O)NCC(=O)NC2CCCCCC2)c1
 : -5, 0.1, x, -0.2, -2, -21, 3, x, 1.6, i
> CCc1ccc(/C(C)=N\Nc2ccc([N+](=O)[O-])cc2)cc1
 : -2, 1.6, 18, x, -10, x, 4, 2, 1.8, i

Of the compounds above, 7 have two or more sulfur atoms:
Order of results – CCHFV vOTU inh, PfHsp40 rescue, DUSP3 inh, TcdB inh, Anthrax LF prot, PriA SSB inh, Yp Topo-I inh, 3CLpro inhibitor, BoNT A protease, BH1578 lux ind
> Clc1cccc(Cl)c1CSc1nnc(-c2ccncc2)s1
 : 8, -1.2, 13, 0.5, 0, -9, 2, -2, 0.0, -0.2
> COc1ccc(CCNC(=O)CCS(=O)(=O)c2ccc3nc(C)sc3c2)cc1OC
 : 10, 0.2, -14, -0.3, -9, 0, -1, -2, -1.0, -0.2
> CN(c1ccccc1)S(=O)(=O)c1cccc(C(=O)Nc2nccs2)c1
 : -3, -2.1, 18, 2.9, -2, 7, -1, 4, -0.3, x
> Cn1cnnc1SCC(=O)Nc1ccccc1Sc1ccccc1
 : -3, 0.3, 25, x, -12, -8, 12, x, 0.0, i
> Cc1cccn2c(=O)c(/C=C3\SC(=S)NC3=O)c(NCCCN3CCOCC3)nc12
 : -11, -0.5, 3, 1.3, 6, x, 13, -2, 2.4, -0.8
> CCOc1ccc(/C=C2\SC(=S)N(CCC(=O)O)C2=O)cc1
 : 0, 1.7, 25, 1.2, -2, 3, 17, 0, 0.6, 2.1
> Nc1nc(C2CCCN2S(=O)(=O)c2ccc(Cl)cc2)cs1 (stereo unspecified)
 : 7, -1.2, 22, x, 0, 2, -4, -1, 0.2, i
